PPARg SRC-1 ag – PPARgamma-driven SRC-1 recruitment agonism. P37231. PPARgamma-SRC-1 coactivator recruitment biochemical assay. activation, % at 8 µM. 200,000 tested, 0.41% active. AID 631; in the data active = activation above about 19%;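 also: 0% = DMSO and 100% = reference agonist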
PPARg SRC2 recr – PPARgamma-driven SRC-2 recruitment agonism. P37231. PPARgamma LBD-SRC-2 recruitment, biochemical. activation, % at 8 µM. 200,000 tested, 0.34% active. AID 1032; in the data active = activation above about 22%;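 also: 0% = vehicle and 100% = reference agonist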
ROMK mod – modulates human ROMK potassium channel activity. 130,000 tested, 2% active. P48048. AID 1918. Tet-inducible ROMK, thallium flux fluorescence; actives lie on both sides. B-score at 10 µM;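 active = signal ratio slope over the read window, or its plate-corrected B-score, at least 3 SD from the plate mean, either direction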;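 also: B-score of the F/F0 ratio slope over 7 to 12 s after thallium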
Target sequence (P48048 whole entry, looked up): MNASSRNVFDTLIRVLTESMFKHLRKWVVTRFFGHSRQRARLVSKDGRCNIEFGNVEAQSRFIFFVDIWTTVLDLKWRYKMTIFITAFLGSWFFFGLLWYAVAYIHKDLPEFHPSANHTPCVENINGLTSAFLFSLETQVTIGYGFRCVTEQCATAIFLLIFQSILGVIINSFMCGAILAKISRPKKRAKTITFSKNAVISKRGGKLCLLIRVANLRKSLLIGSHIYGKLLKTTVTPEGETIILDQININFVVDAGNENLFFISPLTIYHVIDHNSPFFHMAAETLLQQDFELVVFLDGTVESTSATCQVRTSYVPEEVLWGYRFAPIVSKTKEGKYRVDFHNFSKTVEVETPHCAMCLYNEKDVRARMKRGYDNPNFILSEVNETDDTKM
S1P3 antag – antagonists of human S1P3 receptor. Q99500. CHO S1P3 NFAT-BLA reporter, FRET fluorescence, antagonist mode. inhibition, % at 4.98 µM. 170,000 tested, 0.27% active;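 active = inhibition above the plate cutoff, the mean inhibition of test wells on that plate plus 3 SD, cut at about 28% in these data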;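 also: cells challenged with S1P at its EC80 of 0.8 µM; blue over green emission ratio from cleaved BLA substrate after 4 h stimulation; 0% = S1P-stimulated wells and 100% = unstimulated DMSO-only wells; some compounds past the cut are filed as inactive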
Target sequence (Q99500 whole entry, looked up): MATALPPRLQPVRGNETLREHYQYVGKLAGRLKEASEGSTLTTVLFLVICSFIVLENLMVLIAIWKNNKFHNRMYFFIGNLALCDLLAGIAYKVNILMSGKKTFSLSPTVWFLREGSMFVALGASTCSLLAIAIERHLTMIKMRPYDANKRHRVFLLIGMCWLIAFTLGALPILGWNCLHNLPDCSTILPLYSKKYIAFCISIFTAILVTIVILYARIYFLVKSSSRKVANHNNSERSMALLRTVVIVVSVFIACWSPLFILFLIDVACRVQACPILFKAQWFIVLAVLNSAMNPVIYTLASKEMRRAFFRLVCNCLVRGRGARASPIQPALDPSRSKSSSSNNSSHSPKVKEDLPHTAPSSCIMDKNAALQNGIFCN
Redox H2O2 prof – compounds producing H2O2 with reducing agent – biochemical, NIH compound library profiling, artefact control for MLSCN library redox annotation, primary screen; DTT-dependent redox cycling H2O2, phenol red/HRP absorbance; 100% = 100 µM peroxide control, 0% = buffer; activation, % at 10 µM; 200,000 tested, 0.03% active; AID 878;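 active = activation of at least 50% relative to the plate's high and low controls in the primary single-dose screen; inactive = activation below 50%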;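 also: compound incubated with DTT at 0.8 mM final as the reducing agent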
Lmaj promast – reduces viability of Leishmania major promastigotes | inhibition, % at 10 µM | 200,000 tested, 9% active | AID 1063 | resazurin fluorescence viability; in the data active = inhibition above about 50%;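 also: promastigotes grown with compound for 44 hours at 28 °C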
PPARg SRC-3 ag – agonists of human PPARgamma SRC-3 coactivator recruitment | P37231 | biochemical PPARgamma/SRC-3 coactivator recruitment assay | AID 731 | 200,000 tested, 0.26% active | activation, % at 8 µM; in the data active = activation above about 23%;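 also: 0% = DMSO and 100% = reference agonist; some compounds past the cut are filed as inactive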
bIAP act – intestinal alkaline phosphatase (bovine) activation; purified bovine IAP, CDP-star luminescence, 30 min; active compounds read high; fold of DMSO-control signal, blank-subtracted; activation factor at 20 µM; 200,000 tested, 0.17% active; AID 1016;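 active = activation factor of 2 or more at 20 µM, a signal rise over negative controls twice the positive control's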
TLR4 MyD88 comp – inhibitors of human TLR4-MyD88 binding; O00206+Q99836; HeLa CL3-4 TLR4/MyD88 BLA complementation, FRET ratio; inhibition, % at 8.4 µM; 200,000 tested, 0.18% active; in the data active = inhibition above about 25%;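 also: 0% = vehicle and 100% = reference inhibitor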
SRC2 TRFRET art – counter-screen for PPARgamma SRC-2 recruitment agonists: TR-FRET artefact; active compounds read high; TR-FRET ratio at 8 µM; 200,000 tested, 0.4% active; in the data active = TR-FRET ratio above about 2000; also: inactives centre near 1500
bIAP inhibitor – intestinal alkaline phosphatase (bovine) inhibition. inhibition, % at 20 µM. 190,000 tested, under 10 active. purified bovine IAP, CDP-star luminescence, 30 min. AID 1019;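 active = over 50% inhibition of intestinal alkaline phosphatase at 20 µM in the single-dose screen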
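test system = bovine IAP enzyme | medium = DEA buffer 100 mM, pH 9.8, with MgCl2 1.0 mM, ZnCl2 0.02 mM | detection = luminescence | dosing = single compound dose of 20 µM, 2% DMSO final | incubation = 30 min reaction at room temperature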
The depositor's hits bear a star.

`Nc1ccn(Cc2ccccc2)n1` gave PPARg SRC-1 ag -2.0, PPARg SRC2 recr -1.0, ROMK mod -0.0017, S1P3 antag -17.5, Redox H2O2 prof 6.7, Lmaj promast -6.5, PPARg SRC-3 ag 3.2, bIAP act 1, TLR4 MyD88 comp -9.0, SRC2 TRFRET art 1599 and bIAP inhibitor 4.4.
`CCCCOc1ccc(NC(=O)CCSc2nccn2C)cc1` gave PPARg SRC-1 ag 7.4, PPARg SRC2 recr 3.1, ROMK mod 0.132, S1P3 antag -15.2, Redox H2O2 prof -1.7, Lmaj promast 3.0, PPARg SRC-3 ag -1.7, bIAP act 0.9, TLR4 MyD88 comp 18.5, SRC2 TRFRET art 1651 and bIAP inhibitor 14.0.
Screening Cn1cc(C(=O)NCc2ccc(F)cc2)c(=O)c2cc(S(=O)(=O)N3CCCCC3)ccc21 returned PPARg SRC-1 ag 5.6, PPARg SRC2 recr 4.5, ROMK mod 0.124, S1P3 antag -17.0, Redox H2O2 prof -0.6, Lmaj promast 19.6, PPARg SRC-3 ag 2.0, bIAP act 1, TLR4 MyD88 comp -18.1, SRC2 TRFRET art 1690 and bIAP inhibitor -1.4.
C(=N\NC1=Nc2cccc3cccc1c23)/c1ccccn1 was read as PPARg SRC-1 ag 3.2, PPARg SRC2 recr 12.4, ROMK mod -0.0163, S1P3 antag 29.5*, Redox H2O2 prof 0.4, Lmaj promast 100.3*, PPARg SRC-3 ag 12.5, bIAP act 1, TLR4 MyD88 comp -3.9, SRC2 TRFRET art 1636 and bIAP inhibitor 0.2.
`CCn1cc(C(=O)OCC(=O)NCc2ccccc2Cl)c(=O)c2ccc(C)nc21` gave PPARg SRC-1 ag -10.1, PPARg SRC2 recr -4.6, ROMK mod 0.95, S1P3 antag -20.3, Redox H2O2 prof -0.4, Lmaj promast 27.6, PPARg SRC-3 ag -3.9, bIAP act 1.1, TLR4 MyD88 comp -9.2, SRC2 TRFRET art 1485 and bIAP inhibitor -7.9.
Screening Cc1ccc(C(=O)Nc2nnc(-c3cccs3)s2)cc1C returned PPARg SRC-1 ag 21.8*, PPARg SRC2 recr -2.4, S1P3 antag 2.4, Redox H2O2 prof 2.2, Lmaj promast 9.9, PPARg SRC-3 ag -9.2, bIAP act 1, TLR4 MyD88 comp 0.2, SRC2 TRFRET art 1411 and bIAP inhibitor 4.2.
`O=C(c1ccco1)c1cn(CC(=O)N2CCCc3ccccc32)c2ccccc12` gave PPARg SRC-1 ag 3.6, PPARg SRC2 recr 5.9, ROMK mod -0.742, S1P3 antag -9.3, Redox H2O2 prof 2.8, Lmaj promast 35.9, PPARg SRC-3 ag -12.1, bIAP act 0.9, TLR4 MyD88 comp 6.6, SRC2 TRFRET art 1686 and bIAP inhibitor 9.4.
`O=C(CN1CC(=O)Oc2ccccc21)OCC(=O)c1ccc(Br)cc1` gave PPARg SRC-1 ag 3.7, PPARg SRC2 recr 12.7, ROMK mod -0.128, Redox H2O2 prof 1.0, Lmaj promast -6.5, PPARg SRC-3 ag -5.2, TLR4 MyD88 comp -14.0 and SRC2 TRFRET art 1454.
`CCCCNC(=S)NCCN1CCN(C(=S)NCCCC)CC1` gave PPARg SRC-1 ag -1.1, PPARg SRC2 recr -0.3, ROMK mod -0.934, S1P3 antag 9.4, Redox H2O2 prof 0.0, Lmaj promast -5.1, PPARg SRC-3 ag 2.4, bIAP act 0.9, TLR4 MyD88 comp 2.6, SRC2 TRFRET art 1646 and bIAP inhibitor 13.8.
Screening CCOCCCn1c(SCc2nc3ccccc3s2)nc2ccccc2c1=O returned PPARg SRC-1 ag -4.8, PPARg SRC2 recr -10.7, ROMK mod -0.234, S1P3 antag -9.9, Redox H2O2 prof -0.3, Lmaj promast 14.5, PPARg SRC-3 ag 0.6, bIAP act 0.9, TLR4 MyD88 comp 0.7, SRC2 TRFRET art 1456 and bIAP inhibitor 5.1.
Screening COc1ccc(C(=O)N/C(=C\c2cccc3ccccc23)C(=O)NCCc2c[nH]c3ccccc23)cc1OC returned PPARg SRC-1 ag -5.8, PPARg SRC2 recr -1.2, Redox H2O2 prof 4.1, Lmaj promast 17.3, PPARg SRC-3 ag 0.8, bIAP act 1, TLR4 MyD88 comp 4.4, SRC2 TRFRET art 1320 and bIAP inhibitor -0.4.
Cc1ccc(NC(=O)Cc2ccccc2Cl)cc1S(=O)(=O)N(C)C was read as PPARg SRC-1 ag 2.4, PPARg SRC2 recr 4.3, S1P3 antag -12.4, Redox H2O2 prof 0.4, Lmaj promast 0.0, PPARg SRC-3 ag 0.1, bIAP act 0.9, TLR4 MyD88 comp -2.7, SRC2 TRFRET art 1567 and bIAP inhibitor 11.2.
Screening O=C(O)CSCC(=O)NCc1ccccc1Cl returned PPARg SRC-1 ag 0.2, PPARg SRC2 recr 0.5, ROMK mod 1.14, S1P3 antag 10.8, Redox H2O2 prof -0.3, Lmaj promast -5.3, PPARg SRC-3 ag 0.0, bIAP act 1, TLR4 MyD88 comp -5.2, SRC2 TRFRET art 1680 and bIAP inhibitor -0.7.
Screening Cc1ccc2[nH]c(=O)c(C(c3nnnn3CCc3ccccc3)N3CCOCC3)cc2c1 (stereo not given) returned PPARg SRC-1 ag 9.6, PPARg SRC2 recr 4.8, S1P3 antag -0.6, Redox H2O2 prof 0.1, Lmaj promast 96.8*, PPARg SRC-3 ag -0.9, bIAP act 1, TLR4 MyD88 comp -2.1, SRC2 TRFRET art 1477 and bIAP inhibitor 3.8.
Screening O=S(=O)(Cc1ccccc1)N1CCc2ccccc2C1 returned PPARg SRC-1 ag 6.7, PPARg SRC2 recr 1.9, ROMK mod 0.244, Redox H2O2 prof 0.9, Lmaj promast -3.8, PPARg SRC-3 ag -0.9, bIAP act 1, TLR4 MyD88 comp 7.2, SRC2 TRFRET art 1596 and bIAP inhibitor 4.8.
Screening O=C(CSc1nnc(CNC(=O)c2ccco2)o1)NC1CCCC1 returned PPARg SRC-1 ag -5.8, PPARg SRC2 recr -6.2, ROMK mod 0.945, Redox H2O2 prof -0.1, Lmaj promast -4.3, PPARg SRC-3 ag -10.3, bIAP act 1, TLR4 MyD88 comp 7.0, SRC2 TRFRET art 1527 and bIAP inhibitor -4.8.
`COC(=O)CC(=O)CSc1nc2c(cc1C#N)CCCCC2` gave PPARg SRC-1 ag 6.3, PPARg SRC2 recr 13.5, ROMK mod 0.965, S1P3 antag -13.8, Redox H2O2 prof -0.8, Lmaj promast -9.0, PPARg SRC-3 ag 6.2, bIAP act 1, TLR4 MyD88 comp 2.0, SRC2 TRFRET art 1567 and bIAP inhibitor 4.7.
CCOc1ccc2oc(C(=O)NC3CCN(Cc4ccccc4)CC3)c(C)c2c1 was read as PPARg SRC-1 ag 3.2, PPARg SRC2 recr 7.3, ROMK mod 0.00762, S1P3 antag 0.9, Redox H2O2 prof -1.1, Lmaj promast 82.6*, PPARg SRC-3 ag -1.7, bIAP act 1, TLR4 MyD88 comp 3.4, SRC2 TRFRET art 1643 and bIAP inhibitor -1.0.
For Cc1cc(C)nc(NS(=O)(=O)c2ccc(NC(=O)CSc3ncn[nH]3)cc2)n1 the results were PPARg SRC-1 ag 12.8, PPARg SRC2 recr 6.7, ROMK mod 1.37, S1P3 antag -7.2, Redox H2O2 prof -0.1, Lmaj promast -1.4, PPARg SRC-3 ag 7.3, bIAP act 1, TLR4 MyD88 comp -8.2, SRC2 TRFRET art 1466 and bIAP inhibitor 1.9.
For CC(=O)OCCCN1c2ccccc2Nc2nnc(-c3ccccc3)cc21 the results were PPARg SRC-1 ag -8.0, PPARg SRC2 recr 4.8, Redox H2O2 prof 1.0, Lmaj promast 32.2, PPARg SRC-3 ag -13.0, bIAP act 27.8*, TLR4 MyD88 comp 6.3, SRC2 TRFRET art 1514 and bIAP inhibitor inactive.
For CCN(CC)C(=O)CSc1nnc(-c2cccs2)n1Cc1ccco1 the results were PPARg SRC-1 ag 1.8, PPARg SRC2 recr 7.3, S1P3 antag -17.8, Redox H2O2 prof 0.0, Lmaj promast -0.9, PPARg SRC-3 ag -1.1, bIAP act 1, TLR4 MyD88 comp -10.6, SRC2 TRFRET art 1764 and bIAP inhibitor 1.9.
For COc1ccc(/C(C)=N/NC(=O)Cc2c(C)nc(C)[nH]c2=O)cc1 the results were PPARg SRC-1 ag 5.2, PPARg SRC2 recr -5.6, S1P3 antag 4.0, Redox H2O2 prof -0.4, Lmaj promast 25.4, PPARg SRC-3 ag 1.9, bIAP act 1, TLR4 MyD88 comp 5.2, SRC2 TRFRET art 1556 and bIAP inhibitor -4.4.
Screening COC(CNC(=O)c1c[nH]c2ccc(S(=O)(=O)N3CCC4(CC3)OCCO4)cc2c1=O)OC returned PPARg SRC-1 ag 8.3, PPARg SRC2 recr 4.6, ROMK mod -0.455, S1P3 antag -13.8, Redox H2O2 prof -0.4, Lmaj promast -5.7, PPARg SRC-3 ag 3.9, bIAP act 0.9, TLR4 MyD88 comp -7.7, SRC2 TRFRET art 1638 and bIAP inhibitor 10.3.
`Cc1ccc(-c2nc3ccccc3o2)cc1NC(=S)NC(=O)c1cc2ccccc2o1` gave PPARg SRC-1 ag 0.3, PPARg SRC2 recr 3.7, S1P3 antag -8.1, Redox H2O2 prof 0.0, Lmaj promast 1.6, PPARg SRC-3 ag -0.8, bIAP act 0.9, TLR4 MyD88 comp -9.7, SRC2 TRFRET art 1406 and bIAP inhibitor 13.1.
`O=C(C[n+]1ccccc1)Nc1ccccc1Br` gave PPARg SRC-1 ag -1.2, PPARg SRC2 recr -3.5, ROMK mod 1.97, S1P3 antag -10.7, Redox H2O2 prof 0.4, Lmaj promast -1.8, PPARg SRC-3 ag -2.0, bIAP act 1.3, TLR4 MyD88 comp -10.4, SRC2 TRFRET art 1588 and bIAP inhibitor -25.2.
`CCCOC(=O)Nc1nnc(CCC)s1` gave PPARg SRC-1 ag -3.9, PPARg SRC2 recr -1.3, Redox H2O2 prof 0.8, Lmaj promast -1.8, PPARg SRC-3 ag -0.5, bIAP act 0.9, TLR4 MyD88 comp 2.9, SRC2 TRFRET art 1334 and bIAP inhibitor 11.4.
For Cc1nc(N2CCN(c3ccccc3)CC2)[nH]c(=O)c1Cc1cccc2ccccc12 the results were PPARg SRC-1 ag 0.2, PPARg SRC2 recr 10.2, S1P3 antag -6.0, Redox H2O2 prof -0.2, Lmaj promast -5.9, PPARg SRC-3 ag 8.0, bIAP act 0.9, TLR4 MyD88 comp 4.6, SRC2 TRFRET art 1558 and bIAP inhibitor 6.7.
`C=CC(C)(C)c1cc2cc3ccoc3cc2oc1=O` gave PPARg SRC-1 ag -2.4, PPARg SRC2 recr -2.0, ROMK mod 0.0255, S1P3 antag 4.7, Redox H2O2 prof 0.3, Lmaj promast -5.2, PPARg SRC-3 ag 2.5, bIAP act 0.9, TLR4 MyD88 comp 3.6, SRC2 TRFRET art 1562 and bIAP inhibitor 10.9.

Screening data: PubChem, several laboratories
